LYPLA2 inh: LYPLA2 (human) inhibition in PME1 counter-screen | O95372 | recombinant LYPLA2, FP-Rh probe fluorescence polarization | inhibition, % at 5.9 µM | AID 2177 | 320,000 tested, 0.38% active;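 active means inhibition above the screen-wide mean plus 3 SD, limit set per campaign, cut at about 26% in these data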;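 further: 0% = LYPLA2 with DMSO and 100% = wells lacking LYPLA2 enzyme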
GSTO1 counter: blocks human GSTO1 in RBBP9 counter-screen; inhibition, % at 5.96 µM; recombinant GSTO1, activity-based probe fluorescence polarization; 300,000 tested, 1.1% active; AID 1974;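 active means inhibition above the campaign mean inhibition plus 3 SD, cut at about 35% in these data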;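 further: 0% = GSTO1-1 with DMSO and 100% = wells lacking GSTO1-1 enzyme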
Target sequence (P78417 whole entry, looked up): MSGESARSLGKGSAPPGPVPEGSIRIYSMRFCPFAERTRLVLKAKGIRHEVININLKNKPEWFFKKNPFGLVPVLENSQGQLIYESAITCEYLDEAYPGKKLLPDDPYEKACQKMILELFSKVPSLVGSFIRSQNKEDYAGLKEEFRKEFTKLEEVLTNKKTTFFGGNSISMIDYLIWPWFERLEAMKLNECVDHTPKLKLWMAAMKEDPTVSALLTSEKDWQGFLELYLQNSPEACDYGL
EBNA-1 inh: blocks EBNA-1 binding to DNA | EBNA-1 DNA binding, fluorescence polarization | inhibition, % at 14.8 µM | 300,000 tested, 0.34% active | AID 1950; in the data active means inhibition above about 28%
PAFAH2 inh: PAFAH2 (human) inhibition; recombinant PAFAH2, FP-rhodamine activity probe, fluorescence polarization; AID 492956; 340,000 tested, 0.99% active; inhibition, % at 3.39 µM;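 active means inhibition above the mean over all tested compounds plus 3 SD, cut at about 30% in these data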;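 further: inhibitors block probe labeling of enzyme so polarization drops; 0% = enzyme with DMSO and 100% = wells lacking PAFAH2 protein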
PREPL inh: inhibits the human prolyl oligopeptidase-like enzyme | Q4J6C6 | recombinant PREPL, fluorescence polarization activity-based probe | inhibition, % at 5.96 µM | 320,000 tested, 0.68% active | AID 2751; in the data active means inhibition above about 43%;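 further: 0% = enzyme with DMSO and 100% = wells lacking enzyme; many of its hits are not listed in these tables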
Target sequence (Q4J6C6 whole entry, looked up): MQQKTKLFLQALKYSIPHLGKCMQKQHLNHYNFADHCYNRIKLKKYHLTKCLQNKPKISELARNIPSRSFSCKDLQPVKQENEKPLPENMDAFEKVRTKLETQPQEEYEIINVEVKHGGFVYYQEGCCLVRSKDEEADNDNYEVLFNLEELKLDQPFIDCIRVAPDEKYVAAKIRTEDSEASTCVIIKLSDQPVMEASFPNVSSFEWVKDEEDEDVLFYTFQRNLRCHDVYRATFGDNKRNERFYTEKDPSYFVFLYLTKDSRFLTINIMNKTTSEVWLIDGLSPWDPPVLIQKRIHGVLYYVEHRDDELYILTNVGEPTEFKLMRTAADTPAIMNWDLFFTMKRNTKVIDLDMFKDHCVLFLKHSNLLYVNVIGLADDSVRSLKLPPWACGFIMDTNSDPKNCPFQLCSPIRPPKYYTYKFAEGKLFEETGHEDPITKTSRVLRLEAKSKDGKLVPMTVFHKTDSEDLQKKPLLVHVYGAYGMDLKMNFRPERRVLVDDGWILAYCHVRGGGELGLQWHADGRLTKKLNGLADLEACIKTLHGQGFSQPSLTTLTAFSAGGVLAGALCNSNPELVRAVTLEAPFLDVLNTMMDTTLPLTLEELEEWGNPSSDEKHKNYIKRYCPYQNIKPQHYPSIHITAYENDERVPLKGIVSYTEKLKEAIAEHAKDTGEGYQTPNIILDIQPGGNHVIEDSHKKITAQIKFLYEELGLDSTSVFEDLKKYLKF
PAFAH1B3 FP inh: inhibitors of human PAFAH1B3 | AID 492972 | Q15102 | 340,000 tested, 0.28% active | recombinant PAFAH1B3, FP-rhodamine probe, fluorescence polarization | inhibition, % at 3.39 µM;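 active means inhibition above the screen-wide average of all tested compounds plus 3 SD, cut at about 25% in these data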;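 further: 0% = enzyme with DMSO only and 100% = wells lacking PAFAH1B3 protein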
LYPLA1 counter: LYPLA1 (human) inhibition in PME1 counter-screen | O75608 | recombinant LYPLA1, FP-Rh probe fluorescence polarization | inhibition, % at 5.9 µM | 320,000 tested, 0.16% active | AID 2174;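 active means inhibition above the mean of all tested compounds plus 3 SD, set per campaign, cut at about 14% in these data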;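 further: inhibitors block serine hydrolase probe labeling of LYPLA1 so polarization falls; 0% = enzyme with DMSO and 100% = wells lacking LYPLA1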
PAD4 FP inh: inhibitors of human PAD4 | recombinant PAD4, RCA probe fluorescence polarization | inhibition, % at 6.36 µM | 330,000 tested, 0.41% active;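 active means percent inhibition above a cutoff equal to the mean of all tested compounds plus 3 SD, cut at about 15% in these data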;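 further: 0% = PAD4 with RCA probe and DMSO and 100% = probe without PAD4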
ZTA DNA inh: blocks Epstein-Barr virus ZTA, an EBNA-1 counter-screen. inhibition, % at 11 µM. ZTA-DNA binding, fluorescence polarization. 320,000 tested, 0.15% active. P03206; in the data active means inhibition above about 33%
* = called active by the depositor; . = no result given. This is a subset (hit frequency here may not be typical).

SMILES	LYPLA2 inh	GSTO1 counter	EBNA-1 inh	PAFAH2 inh	PREPL inh	PAFAH1B3 FP inh	LYPLA1 counter	PAD4 FP inh	ZTA DNA inh
COc1ccc(NC(=S)NC2CCCCC2)c(OC)c1	2	16	13	-3	20	6	1	2	-6
O=C(Cn1ncc2c1-c1ccccc1OC2)Nc1ccc(Cl)cn1	-4	4	-11	-7	-14	-8	-1	3	-20
O=C(Nc1ccc(C(=O)NCC2CCN(Cc3ccccc3F)CC2)cc1)C1=CSCCO1	-1	-2	-7	-8	1	6	0	-2	5
Cc1ccc(N(C(=O)Nc2ccccc2)C2=NCCC2)cc1	8	-17	0	.	-2	.	4	-2	-11
CC(=O)Nc1ccc(S(=O)(=O)Nc2nc(-c3ccc(C(C)(C)C)cc3)cs2)cc1	-3	-1	5	14	8	2	-3	-5	-5
N#CC1(c2ccccc2)CCCN1C(=O)c1ccc(Br)cc1 (stereo unspecified)	3	3	2	1	6	9	-3	-5	9
Cc1cc(NC(=O)CSc2nnc(C)n2C)no1	2	11	0	-2	2	7	3	1	-5
COc1ccc(N(CC(=O)Nc2cc(Cl)ccc2OC)S(=O)(=O)c2c(C)[nH]c(=O)[nH]c2=O)cc1	0	-1	-2	6	9	22	-4	-6	-18
CCOC(=O)C1(Cc2cccc(Cl)c2)CCCN(C(=O)c2cnn(CC)c2)C1 (stereo unspecified)	-3	-1	4	-1	-15	5	3	-3	-9
Cc1c(Cl)c([N+](=O)[O-])nn1Cc1ccc(C(=O)N/N=C\c2cc(Cl)ccc2O)o1	-33	-7	-4	-5	38	6	-28	-5	6
CCCCC(=O)Nc1ccc(C)c(O)c1	-7	2	-10	-1	14	0	-3	-1	2
CCOC(=O)C1=C(C)Nc2ccccc2N/C1=N\S(=O)(=O)c1cccc(Cl)c1	1	.	.	0	3	2	-2	2	4
Cc1nnc(SCC2=C(C(=O)O)N3C(=O)C(NC(=O)COc4ccc(F)cc4)C3SC2)s1 (stereo unspecified)	-3	.	.	11	13	7	-6	-1	8
Cc1ccc(NC(=O)NCc2ccc3c(c2)OCO3)cc1	-2	15	3	10	13	7	-3	0	0
Cc1cc(Cl)ccc1OCC(=O)Nc1cccc(S(=O)(=O)N2CCCC2)c1	-26	.	.	-10	15	0	-20	0	-10
CN(c1ccccc1)S(=O)(=O)c1cccc(NC(=O)COC(=O)C2CCCCC2)c1	-5	-1	-16	20	2	2	2	-2	-8
Cc1ccc(/C=N/NC(=O)c2cccc(S(=O)(=O)Nc3ccccc3Cl)c2)o1	3	2	-4	11	7	5	-3	0	8
COc1ccc(NS(=O)(=O)c2cccc(NC(=O)c3ccc(Cl)nc3)c2)cc1	-18	-9	-2	-11	-20	-10	-11	2	10
CC1CCCC(NC(=O)CSc2ccc(F)cc2)C1C (stereo unspecified)	-1	4	-8	7	5	8	1	-2	-10
COc1ccc(N2CC(C(=O)OCC(=O)c3ccccc3)CC2=O)cc1 (stereo unspecified)	-2	3	3	-3	1	1	1	-6	-6
CC(C)c1cccc(C(C)C)c1NC(=O)CN1CCCC1	-4	0	0	3	-1	2	-1	-2	6
O=C(OCc1cccc([N+](=O)[O-])c1)c1cccnc1	1	5	0	1	11	4	-2	-1	-11
Cn1c(NCc2ccccc2)nc2c1c(=O)n(Cc1ccccc1)c(=O)n2C	1	6	11	6	8	-2	-1	-1	-8
O=C1C/C(=C\c2c(F)cccc2Cl)N2CCC1CC2	-2	-6	6	-4	-5	5	1	-3	16
COCc1c(C(=O)OCC(=O)c2c(N)n(CC(C)C)c(=O)n(C)c2=O)oc2ccccc12	-1	2	-6	1	-2	2	-2	-4	-3
(next part)
SMILES	LYPLA2 inh	GSTO1 counter	EBNA-1 inh	PAFAH2 inh	PREPL inh	PAFAH1B3 FP inh	LYPLA1 counter	PAD4 FP inh	ZTA DNA inh
COc1ccc(C2CC(=O)C3=C(C2)Nc2ncnn2C3c2ccccc2)cc1 (stereo unspecified)	4	2	3	-2	30	7	-6	-1	13
CN(C(=O)c1ccccc1Cl)c1ccccc1C(=O)NCCc1ccccc1	-1	-2	2	2	1	4	-3	-2	-7
O=C(CS(=O)(=O)c1ccc(F)cc1)Nc1nccs1	5	-5	-4	3	2	7	0	-1	-19
CCOC(=O)c1nn(-c2ccc(C)c(C)c2)c(=O)c2c(N)scc12	2	18	12	-1	11	10	4	-5	-6
COc1cc(-c2n[nH]c(=O)o2)cc(OC)c1OC	-3	-2	-11	3	8	-4	2	0	-1
COc1ccc(-n2nc3c(c2NC(=O)COc2ccccc2)CS(=O)C3)cc1 (stereo unspecified)	7	-2	-2	0	-4	3	5	-3	-8
COc1cccc(-c2nc(-c3ccccn3)no2)c1OC	9	-3	3	0	6	0	-1	1	1
Cc1cc2oc(C(=O)NCc3ccccc3)cc(=O)c2cc1C	4	-11	1	-4	-2	-8	0	-4	11
Oc1csc(Cc2nc(-c3ccc(Br)cc3)cs2)n1	-6	1	-24	-4	16	2	1	-7	-2
Cc1nn(-c2ccc(N3CCCCC3)nn2)c(C)c1CCC(=O)Nc1ccccc1F	1	-3	-1	2	3	8	0	1	-13
COc1ccc(C)cc1S(=O)(=O)NNc1nc(C)cc(C)n1	.	.	.	1	14	2	.	1	.
CC(=O)Cn1cnc2c(cnn2-c2ccc(C)c(C)c2)c1=O	0	-1	-20	11	10	0	0	3	-2
CCOC(=O)C1CCCN(C(=O)c2ccc3nc(-c4ccc(OC)c(OC)c4)c(-c4ccc(OC)c(OC)c4)nc3c2)C1 (stereo unspecified)	7	-8	-8	-6	-6	2	-2	2	-5
Cn1c(=O)c2c(nc(N3CCCCCC3)n2CC(O)COc2ccc(Cl)cc2)n(C)c1=O (stereo unspecified)	-1	0	13	2	26	0	-2	-1	12
CCCNC(=O)NC(=O)COc1c(F)c(F)cc(F)c1F	0	1	-5	6	0	-2	3	-3	6
Cc1cccc(C)c1NC(=O)c1c(O)c2ccccc2[nH]c1=O	-2	2	-2	-1	11	1	-3	-3	-1
COc1c(/C=N/Nc2ccc([N+](=O)[O-])cc2[N+](=O)[O-])c(C)nn1-c1ccccc1	-5	0	1	7	10	7	0	-1	-2
CC(C)Oc1ccc(CC2CCC(=O)N(C)C2=O)cc1 (stereo unspecified)	-2	0	-2	2	1	2	-1	-4	-3
CC1(C)C=C2C(=NN(c3ccccc3)C(N)=C2C#N)CO1	1	74*	6	4	5	44*	0	22*	28
Cc1ccc(C(=O)CCC(=O)N2CCC(C(N)=O)CC2)cc1	3	1	-9	1	5	-3	0	-5	-6
CN1C(CC(=O)Nc2ccc(Br)cc2)c2ccccc2CC1(C)C (stereo unspecified)	3	4	-3	8	8	5	-1	2	1
Cn1ncc(N2CCN(C(=O)c3ccc(Cl)cc3)CC2)c(Cl)c1=O	1	13	-6	-5	13	8	4	1	-1
COc1cccc(NC(C)(C)c2nnnn2-c2c(C)cccc2C)c1	2	2	3	.	0	.	2	-1	-3
C=CCOC(=O)C1=C(C)NC(SCC(=O)Nc2nccs2)=C(C#N)C1c1cccs1 (stereo unspecified)	-22	-13	8	2	-17	4	-14	-6	-14
COC(=O)c1ccc(Cn2nc([N+](=O)[O-])c(Br)c2C)cc1	4	1	4	3	40	1	3	4	-7
Carrying on:
SMILES	LYPLA2 inh	GSTO1 counter	EBNA-1 inh	PAFAH2 inh	PREPL inh	PAFAH1B3 FP inh	LYPLA1 counter	PAD4 FP inh	ZTA DNA inh
COC(=O)Nc1sc2nc(C)cc(C)c2c1-n1cccc1	-1	2	-3	-3	-4	3	0	-1	-15
CC(C)c1nc(CN(C)C(=O)N[C@H](C(=O)N[C@@H](Cc2ccccc2)C[C@H](O)[C@H](Cc2ccccc2)NC(=O)OCc2cncs2)C(C)C)cs1	2	0	-5	.	0	.	0	1	-2
CCn1cnc2scc(-c3ccccc3)c2c1=O	1	7	3	1	-6	4	0	0	5
O=C1C2C3C=CC(C3)C2C(=O)N1c1ccccc1 (stereo unspecified)	5	-1	3	0	3	13	-1	-3	4
CCOc1cc(S(=O)(=O)N2CCN=C2Cc2ccccc2)ccc1F	-1	1	-14	-1	7	6	2	-6	3
O=C(Nc1ccc2c(c1)OCO2)c1cccc2c1C(=O)N(C1CCCCC1)C2	1	3	7	.	10	.	-2	4	2
COCCN(Cc1cc2cc3c(cc2nc1Cl)OCO3)C(=O)Nc1ccc(OC)cc1	-2	6	-12	10	26	6	3	-5	-12
CC(NC(=O)c1ccccc1)C(=O)NC1=NCCS1 (stereo unspecified)	7	0	2	2	3	8	-3	1	10
N#C/C(=C/c1ccc(-c2cc(C(=O)O)cc(C(=O)O)c2)o1)c1nc2ccccc2s1	-20	-93	-5	.	0	.	-1	-33	61*
C[C@H]1C(=O)N(C)CCN1C(=O)c1cccc(OC2CCN(CC(C)(C)C)CC2)c1	3	6	6	6	4	-4	0	-2	3
COc1ccc(NC(=O)N2CCc3ccccc3C2)c(OC)c1	5	1	9	0	1	-2	2	2	-2
CC1CCCN(CCCNC(=O)CN2C(=O)CSc3ccc(S(=O)(=O)N4CCOCC4)cc32)C1 (stereo unspecified)	-2	1	5	-4	2	4	-1	-1	-6
Oc1ccc(Nc2nnc(-c3ccc(O)cc3)c3ccccc23)cc1	5	1	24	10	25	4	1	3	11
C#CCOCCOCCOCCNc1nc(N2CCN(C(=O)[C@H](CCC(=O)O)n3cc(CN)nn3)CC2)nc(N2CCN(C(=O)[C@H](CCC(=O)O)n3cc([C@@H](N)[C@H](C)CC)nn3)CC2)n1	.	.	.	1	23	-1	.	-3	.
CCOC(=O)C1=CC[C@H]2c3c(c4ccccc4n3C)C(=O)C1N2C(=O)OC(C)(C)C	6	.	.	0	8	-4	0	4	-3
CC(=O)c1c(C)[nH]c(C(=O)OCC(=O)c2ccc3c(c2)NC(=O)CO3)c1C	.	.	.	-1	0	9	.	0	.
COc1cc(NC(=O)c2cc(-c3ccco3)on2)cc(OC)c1OC	-9	4	1	-5	3	-5	-8	-7	2
Cc1cc(CN(C)C(=O)c2cc(COc3ccc4ncccc4c3)on2)on1	7	-8	8	1	2	6	-1	1	8
CN1CCN(c2ccccc2NC(=O)c2sc3ccccc3c2Cl)CC1	1	14	-5	-2	5	5	-3	0	-21
CCOC(=O)c1[nH]c2ccc(OCC)cc2c1NC(=O)CN1CCN(c2ccccn2)CC1	0	-3	-9	-3	31	1	-1	0	-25
COc1ccccc1-c1nc(SCC(=O)NCC2CCCO2)c2c(=O)n(C)c(=O)n(C)c2n1 (stereo unspecified)	2	-4	4	.	0	.	4	-4	0
O=C(O)CCNC(=O)c1ccc(NC(=O)Cc2ccc(Cl)cc2)cc1	-6	3	-3	1	5	2	2	6	-29
CCCCc1ccc(NC(=S)N2CCCC(C)C2)cc1 (stereo unspecified)	4	8	-1	-2	8	-1	0	-5	11
CCOc1ccc(Cn2cc(F)c(=O)[nH]c2=O)cc1	2	3	5	-5	1	6	0	-3	-3
O=C(c1ccccn1)N1CCN(S(=O)(=O)c2ccccc2)CC1	1	-3	-2	2	2	4	-2	4	1
Cc1ccc(NC(=O)c2nc[nH]c2C(=O)NCCCCNC(=O)c2[nH]cnc2C(=O)Nc2ccc(C)cc2)cc1	.	.	.	-98	-37	-71	.	2	.
Cc1ccc(OCCCC(=O)NCc2ccco2)c(C)c1	6	1	-4	.	5	.	2	6	-10
Cc1cccc(C)c1NC(=S)N(CCCN1CCOCC1)Cc1cccnc1	1	-7	6	-2	-2	4	-4	3	26
CCN(CC)S(=O)(=O)c1ccc(NC(=O)CSc2ncnc3ccccc23)cc1	-9	-6	9	1	-6	1	-7	11	1
CCOC(=O)CC1=C(C#N)C(c2cccnc2)C(C(=O)OCC)=C(N)O1 (stereo unspecified)	-2	4	-1	-8	-3	6	-4	0	1

2 entries picked at random from the list so far:
SMILES	LYPLA2 inh	GSTO1 counter	EBNA-1 inh	PAFAH2 inh	PREPL inh	PAFAH1B3 FP inh	LYPLA1 counter	PAD4 FP inh	ZTA DNA inh
COc1cc(NC(=O)c2cc(-c3ccco3)on2)cc(OC)c1OC	-9	4	1	-5	3	-5	-8	-7	2
CCOC(=O)C1=CC[C@H]2c3c(c4ccccc4n3C)C(=O)C1N2C(=O)OC(C)(C)C	6	.	.	0	8	-4	0	4	-3

Bioassay records as filed in PubChem.
